Compound activity: PubChem BioAssay, several laboratories
MITF TRPM1 inh = reduces MITF-dependent TRPM1 promoter luciferase signal. SK-MEL-5 TRPM1 promoter luciferase, 24 h. inhibition, % at 12.5 µM. actives 0.83% (n = 330,000);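 active = mean inhibition across replicates of 60% or more, whatever share of single replicates reaches that level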; note: values of inactives mirror those of a sister screen read the other way
hiPSC survival = hiPSC single-cell survival enhancement. ATPlite luminescence; 100% = ROCK inhibitor wells, 0% = DMSO. AID 602274. actives 0.044% (n = 360,000). survival enhancement, % at 20 µM; in the data active = survival enhancement above about 18%;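 note: cells exposed to compounds for 16 hours before the ATP read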
Peg3 prom inh = Peg3 promoter activity inhibition. HeLa PEG-Prom luciferase reporter, luminescence, overnight. inhibition, % at 20 µM. actives 1.7% (n = 360,000);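 active = inhibition of at least 50% at 20 µM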
Shn3 inh set2 = Schnurri-3 reporter inhibition in Clone20 osteoblasts | Clone20 osteoblast Shn3 3'UTR firefly luciferase, 24 h | inhibition, % at 12.5 µM | actives 0.52% (n = 360,000);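 active = mean inhibition of at least 75% with every replicate also reaching 75%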;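 note: 0% = median of neutral control wells and 100% = pilot-screen positive control compound; some compounds past the cut are filed as inactive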
Cardio protect = myocardial damage modulation in H9c2 cells; H9c2 cardiomyocytes, H2O2 injury protection, ATPLite, 2 h; protection from H2O2 cell death, % at 20 µM; actives 0.63% (n = 360,000); AID 588492;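 active = compounds giving at least 50% protection of heart cells from peroxide-induced death in the single-dose screen, raw or plate-pattern-corrected value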;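 note: 0% = DMSO wells with peroxide and 100% = DMSO wells without peroxide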
NR2E3 ag-1 = agonists of human nuclear receptor NR2E3; Q9Y5X4; actives 0.12% (n = 320,000); AID 2300; inhibition of corepressor binding, % at 4.78 µM; GST-NR2E3/biotin-RetCOR TR-FRET, 1536-well;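 active = percent inhibition above the cutoff of mean plus 3 SD of all tested compounds, set per screening campaign, cut at about 20% in these data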;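 note: 0% = DMSO wells and 100% = biotin wells as full block of FRET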
Target sequence (Q9Y5X4 whole entry, looked up): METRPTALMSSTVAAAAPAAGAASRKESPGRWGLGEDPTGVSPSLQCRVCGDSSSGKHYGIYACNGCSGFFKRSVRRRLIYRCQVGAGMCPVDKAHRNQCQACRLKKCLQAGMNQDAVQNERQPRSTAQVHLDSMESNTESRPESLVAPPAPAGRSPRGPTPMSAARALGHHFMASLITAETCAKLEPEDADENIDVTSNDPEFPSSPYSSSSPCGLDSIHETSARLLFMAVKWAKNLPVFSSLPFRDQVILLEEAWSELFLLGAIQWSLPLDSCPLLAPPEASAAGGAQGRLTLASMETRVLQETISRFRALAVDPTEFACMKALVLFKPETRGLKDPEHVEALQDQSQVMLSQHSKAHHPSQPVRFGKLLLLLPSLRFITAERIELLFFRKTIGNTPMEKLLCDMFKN
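Test system – NR2E3–RetCOR corepressor complex · Quantity – NR2E3 fusion 1.35 nM · Buffer or medium – Tris pH 7.5 · Incubation – Compound–protein incubation for 5 h at 4 °C · Technique – TR-FRET, Eu(K)-anti-GST donor, streptavidin-D2 acceptor, ex 340, em 617/671 nm · Evaluation – percent inhibition of 671/617 nm emission ratio versus biotin and DMSO controls · Plate – 1536-well format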
HTR2A ag = mouse HTR2A agonism via beta-arrestin recruitment. AID 624169. actives 0.66% (n = 360,000). activation, % at 7.6 µM. CHO-K1 mHTR2A beta-arrestin complementation, luminescence; percent of 30 µM serotonin response. P35363;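 active = activation above a run cutoff, the mean activation of all tested compounds plus 3 SD, cut at about 14% in these data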;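 note: 0% = plate median of compound wells and 100% = 30 µM serotonin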
Target sequence (P35363 whole entry, looked up): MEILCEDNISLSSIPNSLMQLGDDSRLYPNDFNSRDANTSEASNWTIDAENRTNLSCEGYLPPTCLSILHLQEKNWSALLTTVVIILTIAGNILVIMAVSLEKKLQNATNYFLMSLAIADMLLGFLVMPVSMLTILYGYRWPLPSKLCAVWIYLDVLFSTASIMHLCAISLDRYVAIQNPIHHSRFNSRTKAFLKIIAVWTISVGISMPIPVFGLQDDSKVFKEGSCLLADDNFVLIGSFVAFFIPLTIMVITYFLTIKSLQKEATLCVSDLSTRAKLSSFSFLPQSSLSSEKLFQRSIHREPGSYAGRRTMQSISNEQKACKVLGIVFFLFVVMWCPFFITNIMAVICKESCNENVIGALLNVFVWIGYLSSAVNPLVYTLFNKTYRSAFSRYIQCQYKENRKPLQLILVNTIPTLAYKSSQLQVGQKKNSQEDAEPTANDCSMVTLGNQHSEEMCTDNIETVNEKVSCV
CaV13 ICDI inh = Disruptors of the CACNA1D IQ motif to Ca2+-dependent inactivation inhibitor domain association, primary screening, Förster resonance energy transfer in intact living …; HEK cells, CFP/YFP FRET ICDI-IQ, plate reader, 10 min; percent FRET-ratio fall versus neutral wells; inhibition, % at 12.3 µM; actives 0.098% (n = 340,000); AID 743397;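 active = mean replicate inhibition of at least 30% and at least 1% of replicates passing that level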;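 note: 0% = median of the neutral control wells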
HIF-2a block = HIF-2a inhibition | 786-0 RCC cells HIF-2a reporter, luciferase luminescence, overnight | inhibition, % at 18.8 µM | actives 0.72% (n = 360,000) | AID 624352;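 active = inhibition of the luminescence signal of 40% or more relative to plate controls, in a single-dose primary screen at 18.75 µM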
PDI inh = blocks human protein disulfide isomerase activity | PDI insulin aggregation turbidity, A650, 90 min | AID 588391 | actives 0.052% (n = 350,000) | P07237 | inhibition, % at 10 µM;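 active = mean inhibition across replicates of 30% or more, whatever share of single replicates reach that level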;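 note: absorbance from insulin aggregation driven by PDI reduction with DTT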
NR2E3 ag-2 = human photoreceptor-specific nuclear receptor agonism. Q9Y5X4. CHO-S Gal4-NCOR/VP16-NR2E3 two-hybrid, luciferase. inhibition of corepressor binding, % at 3.98 µM. actives 0.35% (n = 360,000). AID 602229;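 active = inhibition above the mean of all tested compounds plus 3 SD, cut at about 70% in these data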;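 note: 0% = DMSO with NR2E3 transfected cells and 100% = cells lacking NR2E3 construct; higher means lower luciferase signal from less NR2E3 corepressor binding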
Numbers without * were called inactive; . = no result given. Compounds were not picked by outcome; 3.9% or so of the library scored in one or more.

SMILES	MITF TRPM1 inh	hiPSC survival	Peg3 prom inh	Shn3 inh set2	Cardio protect	NR2E3 ag-1	HTR2A ag	CaV13 ICDI inh	HIF-2a block	PDI inh	NR2E3 ag-2
CCOC(=O)c1ccc2ncc(C(=O)OCC)c(NCCCN3CCOCC3)c2c1	-15.8	0.4	24.0	4.3	16.8	2.4	-0.8	-5.4	9.4	-2.4	-12.7
CCOc1ccccc1Nc1cc2n(c(=O)n1)CCc1cc(OC)c(OC)cc1-2	-7.0	0.7	-10.2	21.1	7.1	-1.1	-5.6	-4.2	-21.2	3.5	-34.0
COc1ccc(OCCSc2nc3ccccc3c(=O)[nH]2)cc1	-15.8	-1.1	-19.5	-1.2	20.2	-0.2	-0.3	.	-71.0	0.2	-2.3
CCCN1CCN(CCCNC(=O)Cn2nc(-c3ccccc3)ccc2=O)CC1	-7.6	1.7	5.7	-28.6	9.0	-0.7	0.9	-6.3	5.8	-4.0	-9.6
Cc1ccc(Cn2nnc3c(=O)n(CC(=O)NCC4CCCO4)cnc32)cc1 (stereo not given)	2.2	-0.7	20.1	4.4	2.9	0.1	3.8	-8.2	9.3	-8.2	15.1
O=C1C=CC(=O)N1c1ccccn1	-5.5	7.8	-33.5	-18.8	13.7	.	-3.4	-5.6	7.2	-8.8	-46.8
COc1ccc(C(C)(C)C)cc1NC(=O)CCCN1C(=O)CN(C)C1=O	10.0	-0.2	-0.5	20.3	-0.1	.	4.3	-5.9	7.9	-5.1	2.9
CC(c1ccccc1)n1cnc2ccccc2c1=O (stereo not given)	-5.4	0.8	10.7	-22.4	4.0	2.7	-2.1	-22.6	4.0	-4.3	-1.2
COc1ccc(C(=O)Nc2ccc(S(=O)(=O)Nc3cc(C)nc(C)n3)cc2)cc1	-11.5	-0.5	8.5	-4.9	-2.1	-1.2	0.2	-16.2	13.1	-3.0	-0.8
CCS(=O)(=O)NCCc1csc(C)n1	1.0	3.2	13.0	28.2	-9.3	1.9	6.5	.	7.7	5.2	-5.4
Cc1cc(NC(=O)COC(=O)c2c(C)nn(-c3ccccc3)c2C)no1	13.7	4.1	-7.0	20.9	7.4	-1.3	-1.6	-3.7	-19.0	-4.7	-14.7
COC(=O)c1ccc(C(=O)OC)c(NC(=O)C2CC2)c1	-2.0	2.1	12.2	-48.8	6.0	-0.1	2.1	-3.4	20.1	-17.7	6.9
CCCc1cc(C(=O)N/N=C/c2ccc(C)o2)c2ccccc2n1	19.3	-0.5	15.9	11.9	-0.9	-0.6	-11.0	-3.9	13.2	-6.4	-11.5
O=C(N/N=C1/CCCc2ccccc21)C(c1ccccc1)c1ccccc1	6.6	1.0	8.9	-7.1	1.3	-2.5	-2.7	-3.0	9.5	-2.4	-5.7
O=C(NCCCN1CCOCC1)c1cc(Cl)ccc1[N+](=O)[O-]	-2.8	-1.5	-4.0	-11.6	3.3	-2.0	-2.7	-15.8	19.2	-2.1	20.0
CCC(C)NC(=O)Nc1ccccc1C (stereo not given)	4.1	-1.7	20.5	-10.0	2.9	0.9	5.2	-5.4	8.8	-3.3	-2.4
CC(CNS(=O)(=O)c1ccc2c(c1)CC(=O)N2C)c1ccccc1 (stereo not given)	4.5	0.4	2.6	-30.3	-5.9	2.2	-4.3	-13.2	7.5	0.4	2.8
Cc1ccc(C(=O)NC2CCN(S(=O)(=O)c3ccccc3F)CC2)cc1	2.0	0.0	27.6	-113.6	3.4	-0.7	0.8	-1.4	6.3	-12.0	-5.0
O=c1cc2[nH]c3ccccc3c(=O)n2nc1-c1ccccc1	-41.8	1.5	-194.6	1.8	-3.4	-3.0	-3.3	.	-180.2	-5.2	-47.1
N=c1c(S(=O)(=O)c2ccc(Cl)cc2)cc2c(=O)n3ccccc3nc2n1CCN1CCOCC1	-4.6	-1.2	24.5	7.2	11.9	-3.8	-0.5	-4.2	16.3	1.2	-3.9
COc1ccccc1OCCn1cc(/C=N/NC(N)=S)c2ccccc21	1.0	-0.4	14.7	12.9	5.7	-4.8	-1.1	-2.4	19.3	-3.2	6.8
Cc1ccc(CCNC(=O)CN2C(=O)COc3ccc(S(=O)(=O)N4CCOCC4)cc32)cc1	1.3	-0.4	3.2	-19.9	0.1	-0.2	-2.5	-1.9	6.8	18.2	-13.7
COc1cccc(/C=C2\SC(=S)N(CCCC(=O)N(CCO)c3ccccc3)C2=O)c1	11.3	0.1	79.1*	-9.7	-16.5	2.8	9.0	-5.6	85.6*	-0.8	-3.0
CCCOc1ccc(/C=N/NC(=O)C(=O)Nc2ccccn2)cc1	-10.7	-2.2	-20.4	-15.5	-9.5	3.6	-0.3	-4.5	-16.2	-5.5	-14.8
COc1ccc(C2=Nn3c(nnc3-c3ccccc3C(F)(F)F)SC2)cc1OC1CCOC1 (stereo not given)	5.0	0.4	34.0	4.5	18.7	.	5.0	-3.9	28.4	13.0	-29.9

(more compounds)
SMILES	MITF TRPM1 inh	hiPSC survival	Peg3 prom inh	Shn3 inh set2	Cardio protect	NR2E3 ag-1	HTR2A ag	CaV13 ICDI inh	HIF-2a block	PDI inh	NR2E3 ag-2
Cc1ccc(NS(=O)(=O)c2ccc(NC(=O)c3ccccc3C(=O)O)cc2)cc1C	.	-0.5	4.4	0.9	-3.6	3.1	-6.6	-3.8	15.0	-2.5	-5.1
Cc1ccc(C(C)NC(=O)C2CCCO2)cc1C (stereo not given)	8.2	3.1	9.2	-17.6	5.3	3.1	3.2	-7.3	11.2	-1.6	0.0
CC(C)Cn1c(N)c(C(=O)CSc2nnc(-c3ccco3)n2C)c(=O)n(C)c1=O	0.7	-0.1	6.7	-6.6	5.5	0.1	11.9	-5.0	17.1	-3.0	-9.9
CCN(CC)c1cc2nonc2c2nonc12	3.7	-0.7	7.6	0.4	-4.8	-0.3	2.5	-4.6	11.1	-3.2	-18.4
CC(OC(=O)Cc1ccccc1[N+](=O)[O-])C(=O)Nc1ccc(Cl)cn1 (stereo not given)	3.6	0.2	-23.2	-14.2	6.0	-1.1	7.2	-3.2	10.4	-2.8	-16.8
O=C(Nc1nc(-c2cccs2)cs1)c1ccc([N+](=O)[O-])o1	86.3*	0.0	-20.5	-4.7	-7.2	1.4	8.9	-5.0	-10.4	18.1	-6.1
CCSC1=N/C(=C\C=C2/Oc3ccccc3N2CC)C(=O)S1	-2.3	-0.1	-51.4	-2.6	-10.9	-2.6	4.8	-22.4	-157.0	1.3	-40.2
Cc1ccc([C@H]2C[C@@H](O)[C@H](n3cc(C4CC4)nn3)CN2C(=O)c2cccs2)cc1	.	-2.3	7.1	-4.5	1.4	.	-6.6	-6.7	5.8	8.5	-13.6
O=C(O)c1cccc(NS(=O)(=O)c2ccc(Cl)c(C(=O)Nc3cccc([N+](=O)[O-])c3)c2)c1	13.0	0.1	21.8	-8.2	3.6	-1.6	-6.6	-4.9	10.4	0.6	3.2
CCOC(=O)/C(=N\Nc1ccc(Cl)cc1)Sc1nnc(-c2ccc(OC)cc2)n1C	-13.6	-0.2	0.7	-28.4	15.2	0.4	-4.5	-1.4	9.4	1.1	-8.2
Clc1ccccc1OCCCCN1CCCCC1	-8.4	-0.1	5.9	0.8	4.1	2.5	-2.3	-20.8	0.3	9.8	14.7
CC(=C1C(=O)c2ccccc2C1=O)N1CCN(Cc2ccccc2)CC1	-0.9	0.8	22.8	-32.1	5.8	1.3	-2.5	-5.9	0.2	-2.1	-4.0
Cc1nc(NNC(=O)c2ccc(Cl)cc2Cl)cc(-c2ccccc2)n1	1.6	-0.1	9.1	-2.5	15.3	5.4	-4.9	.	-7.4	-6.1	-9.9
COc1ccc(N2CCN(C(=O)C3CCN(C(=O)c4cccc(Cl)c4)CC3)CC2)cc1	-7.1	-0.3	-19.1	12.6	-3.0	-2.5	7.7	-4.3	-3.0	-4.3	13.9
O=C(N/N=C/C=C/c1ccccc1[N+](=O)[O-])c1cccnc1	3.4	-2.3	1.9	-17.6	-3.1	-5.2	5.3	0.9	8.8	8.1	13.6
CNC(=O)c1[nH]cnc1C(=O)N[C@@H](CCCCNC(=O)OC(C)(C)C)C(=O)OC(C)(C)C	-17.1	0.1	6.0	-24.0	11.7	6.5	-5.4	-11.0	8.5	-2.4	-35.3
COc1ccc(-n2nc(C(=O)N3CCC(N4CCCCC4)CC3)c3c4ccccc4n(C)c3c2=O)cc1	7.5	-0.7	1.1	-27.4	8.9	1.1	-4.0	-14.3	7.7	-8.2	4.8
Cc1ccc(S(=O)(=O)NN2C(=O)/C(=C/c3ccc(F)cc3)SC2=S)cc1	4.4	-0.6	16.9	-2.1	4.6	4.4	0.7	-2.3	14.8	10.1	0.0
CC(CN1C(C)CCCC1C)OC(=O)c1ccc(Cl)cc1 (stereo not given)	14.4	0.2	-7.0	5.6	-2.7	-4.3	-1.5	-4.7	14.7	3.6	4.1
NC(=O)C1CCN(CC(=O)N2N=CCC2c2ccccc2)CC1 (stereo not given)	-2.5	-1.5	7.5	6.8	10.5	-3.0	-0.2	-4.4	14.7	9.7	-19.1
O=C(c1cccc([N+](=O)[O-])c1)N1CCCN(C(=O)c2cccc([N+](=O)[O-])c2)CC1	4.0	1.3	5.5	1.9	5.6	2.1	11.2	-6.8	12.1	-2.7	14.7
O=C(O)C1Nc2c(Cl)cc(Cl)c(Cl)c2C2C=CCC12 (stereo not given)	4.6	-0.9	9.0	2.7	-1.2	4.5	-4.2	-2.2	21.1	-1.2	-38.8
COc1ccccc1N1CCN(CC(=O)Nc2nccs2)CC1	6.9	-0.6	-0.9	9.6	-0.3	0.8	-4.4	-1.5	10.6	-2.3	-21.8
COc1ccc(S(=O)(=O)Nc2c(O)c3ccccc3oc2=O)cc1	3.3	0.7	9.9	-6.3	-1.5	-3.7	7.5	-2.0	7.3	-0.3	-40.0
O=C(O)c1ccc2c(c1)C(=O)N(c1ccc(C(=O)OCC(=O)c3ccccc3)cc1)C2=O	1.3	-0.7	-55.4	-14.5	7.5	-1.6	-2.7	-4.6	-123.5	8.0	-94.8
COc1ccc2c(c1)SCCC2=O	2.4	-2.0	-13.8	-1.2	14.4	1.5	2.2	-6.3	13.0	-3.1	-26.3

Part of the list above, in CSV form.
compound,MITF TRPM1 inh,hiPSC survival,Peg3 prom inh,Shn3 inh set2,Cardio protect,NR2E3 ag-1,HTR2A ag,CaV13 ICDI inh,HIF-2a block,PDI inh,NR2E3 ag-2
O=C1C=CC(=O)N1c1ccccn1,-5.5,7.8,-33.5,-18.8,13.7,.,-3.4,-5.6,7.2,-8.8,-46.8
O=C(O)c1cccc(NS(=O)(=O)c2ccc(Cl)c(C(=O)Nc3cccc([N+](=O)[O-])c3)c2)c1,13.0,0.1,21.8,-8.2,3.6,-1.6,-6.6,-4.9,10.4,0.6,3.2
Cc1ccc(CCNC(=O)CN2C(=O)COc3ccc(S(=O)(=O)N4CCOCC4)cc32)cc1,1.3,-0.4,3.2,-19.9,0.1,-0.2,-2.5,-1.9,6.8,18.2,-13.7
